Screens (PubChem BioAssay)
D2 PAM: positive allosteric modulators of human D2 dopamine receptor; P14416; HEK293 T-REx D2, calcium flux, EC20 dopamine potentiation; potentiation, % at 10 µM; 340,000 tested, 0.34% active;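 active = potentiation over 3 SD above the plate norm, cut at about 30% in these data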; note: 0% is about no effect
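Cells plated with tetracycline inducer and held overnight at 30 C; calcium dye loaded 30–90 min at room temperature; baseline taken, compound added and read 180 s; EC20 dopamine then added and read 180 s.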
D1 potentiator: human D1 dopamine receptor positive modulation; P21728; HEK293 TREx D1 cells, calcium flux, dopamine EC20 potentiation; potentiation, % at 10 µM; 360,000 tested, 0.036% active; AID 504651; in the data active = potentiation above about 30%; note: 0% is about no effect
RXFP1 antag: antagonists of human relaxin receptor RXFP1. activity change, negative = inhibition, % at 57.5 µM. 350,000 tested, 0.59% active. HEK293-RXFP1, relaxin-stimulated cAMP HTRF, 30 min; hits give low values. AID 1259400;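 active = activity change of -60% or lower, but not beyond a set lower limit; inconclusive = change between -60% and -40%, or beyond the set limit; inactive = change above -40%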; note: % is set by controls: 0 for no effect and ±100 for the full control effect
Target sequence (Q9HBX9 whole entry, looked up): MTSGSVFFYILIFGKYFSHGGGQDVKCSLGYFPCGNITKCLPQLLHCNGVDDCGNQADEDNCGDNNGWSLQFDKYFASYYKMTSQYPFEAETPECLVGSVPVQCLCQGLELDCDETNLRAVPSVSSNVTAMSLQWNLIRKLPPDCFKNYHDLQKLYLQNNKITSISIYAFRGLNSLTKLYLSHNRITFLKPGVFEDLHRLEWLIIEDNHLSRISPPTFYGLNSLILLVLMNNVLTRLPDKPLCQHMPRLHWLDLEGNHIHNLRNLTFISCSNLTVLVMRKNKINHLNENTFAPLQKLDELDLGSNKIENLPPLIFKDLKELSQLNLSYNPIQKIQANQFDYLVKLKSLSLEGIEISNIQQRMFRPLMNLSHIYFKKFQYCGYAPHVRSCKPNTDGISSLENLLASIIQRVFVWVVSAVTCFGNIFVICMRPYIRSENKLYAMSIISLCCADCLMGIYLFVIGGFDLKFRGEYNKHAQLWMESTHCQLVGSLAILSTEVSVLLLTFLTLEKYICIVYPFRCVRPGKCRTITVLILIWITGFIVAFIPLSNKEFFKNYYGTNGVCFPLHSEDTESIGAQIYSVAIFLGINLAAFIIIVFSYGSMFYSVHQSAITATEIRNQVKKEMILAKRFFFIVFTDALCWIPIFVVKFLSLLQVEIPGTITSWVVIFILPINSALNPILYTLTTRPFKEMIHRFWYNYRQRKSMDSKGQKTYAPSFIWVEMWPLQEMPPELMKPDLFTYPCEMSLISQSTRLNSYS
TRHR agonist: activates the human TRH receptor | 360,000 tested, 0.18% active | TRHR cells, calcium flux fluo-8, FDSS agonist mode | AID 493084 | activation, % at 2 µM | P34981; note: 0% is about no effect
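TRHR-expressing cells loaded with fluo-8 calcium dye; 23 nL library compound pin-transferred, kinetic FDSS fluorescence (Ex 480/Em 530) recorded about 180 s for agonist-induced calcium release, before a 10 nM TRH EC20 addition for potentiator mode.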
TRHR PAM: allosteric enhancers of human TRH receptor. 360,000 tested, 0.66% active. P34981. TRHR cells, fluo-8 calcium fluorescence, EC20 TRH enhancement. enhancement, % at 2 µM; in the data active = enhancement above about 30%; note: 0% is about no effect
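TRHR-expressing cells loaded with fluo-8 calcium dye were read kinetically (ex 480/em 530) during compound addition, then stimulated with an EC20 of TRH (10 nM final). Enhancement of the Gq-mediated intracellular calcium response was scored.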
D1 ag: human D1 receptor agonism | HEK293 T-REx D1 cells, calcium flux, agonist mode | activation, % at 2 µM | 360,000 tested, 1% active | AID 504660; note: 0% is about no effect
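Agonism was scored from calcium flux recorded over 180 s (1 read/s) after pintool compound addition, following a 10-cycle baseline. Cells were inducible force-coupled HEK293 TREx D1, plated overnight at 30 C and loaded with no-wash calcium dye.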
D1 antagonist: human D1 dopamine receptor antagonism; HEK293 TREx D1 cells, calcium flux, dopamine EC80; hits give low values; activity change, negative = inhibition, % at 10 µM; 360,000 tested, 3.2% active; AID 504652; in the data active = activity change below about -30%; note: % is set by controls: 0 for no effect and ±100 for the full control effect
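Tetracycline-induced HEK293 T-REx cells with force-coupled D1 receptor were loaded with a no-wash calcium dye. Compound was added after a 10 s baseline and read kinetically for 180 s; EC80 dopamine was then added and calcium flux followed another 180 s.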
D2 antagonist: antagonizes the human D2 dopamine receptor; P14416; HEK293 TREx D2 cells, calcium flux, dopamine EC80; inhibition, % at 10 µM; 340,000 tested, 2% active; AID 485344; in the data active = inhibition above about 30%; note: 0% is about no effect
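Calcium mobilization kinetics were recorded at 1 s intervals in tetracycline-induced HEK293 T-REx D2 cells, first for 180 s after compound addition and then 180 s after EC80 dopamine.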
D2 ag: activates the human D2 dopamine receptor | activation, % at 2 µM | HEK293 T-REx D2 cells, calcium flux agonist mode | P14416 | 340,000 tested, 0.53% active;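 active = activation over 3 SD above normal in the single-dose calcium agonist read, cut at about 30% in these data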; note: 0% is about no effect
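In this primary screen, compounds producing a positive calcium signal within 180 s of addition to tetracycline-induced, force-coupled HEK293 Trex D2 cells are flagged; cells are dye-loaded with a no-wash calcium kit beforehand.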
Numbers without * were called inactive; ? = inconclusive; . = no result given; & = joins results of further samples. Cut-off read from the data, not from the text of the source, unless noted: active = activation above about 30%; inactive = the rest.

SMILES | D2 PAM | D1 potentiator | RXFP1 antag | TRHR agonist | TRHR PAM | D1 ag | D1 antagonist | D2 antagonist | D2 ag
OC(CC1CC12c1ccccc1-c1ncccc12)(c1ccccc1)c1ccccc1 (stereo not drawn) | -4.9 | -3.6 | -0.1 | -0.3 | -3.1 | 3.4 | 0.6 | . | .
Cc1onc(-c2c(Cl)cccc2Cl)c1C(=O)NNc1ccccc1 | 2.3 | -0.9 | -4.6 | -0.6 | 0.6 | 0.8 | 5.6 | 11.4 | 0.6
O=C(O)/C=C/c1cn(-c2ccccc2)nc1-c1cc2ccccc2o1 | -2.0 | -1.5 | -37.3 | -0.2 | 7.5 | -0.5 | -6.2 | 10.3 | -0.7
CC(C)C(=O)Nc1ccc(-c2nc3cccnc3o2)cc1 | 0.4 | -2.5 | -21.0 | -0.2 | 1.6 | -0.4 | -4.7 | -3.1 | -0.3
Nc1ccc(C(=O)Nc2ccc(Nc3ccncc3)cc2)cc1 | -26.8 | 2.9 | -8.4 | 0.3 | 8.8 | 4.1 | 14.0 | 5.9 | -0.2
O=C(COc1ccc(F)cc1)NN1C(=O)CSC1=S | 4.5 | -2.2 | -21.7 | 2.1 | 2.7 | 4.9 | -10.7 | -7.9 | 1.0
CCc1ccc(NC(=O)Cn2nnc(C(=O)NCc3ccco3)c2N)cc1 | 13.8&-3.0 | -2.2&1.1 | -17.8 | -0.4&-0.2 | -5.7&3.8 | 3.6&-0.1 | -2.4&-5.2 | -0.6 | 0.2&0.0
CN(c1ccccc1C(=O)N1CCCC1)S(C)(=O)=O | -0.5 | -9.4 | -6.5 | 0.9 | 0.6 | -2.5 | -6.5 | -16.7 | -0.4
COc1ccc(C2(CNC(=O)c3ccc(OC)c([N+](=O)[O-])c3)CCOCC2)cc1OC | 1.8 | -14.4 | -2.3 | -0.1 | -0.2 | 0.1 | 1.4 | 3.4 | -0.4
Cc1ccc(/C=N/NC(=O)Cn2cncn2)cc1 | . | 0.5 | -2.5 | 0.8 | 6.2 | 1.2 | 2.9 | 3.2 | -0.5
COc1ccccc1N1CCN(C(=O)c2cccs2)CC1 | 6.7 | -7.2 | -6.2 | 0.6 | -5.3 | 0.3 | -10.3 | 3.2 | 0.2
C=CCc1ccc(OCC(O)CN2CCN(Cc3ccc(Cl)cc3)CC2)c(OC)c1 (stereo not drawn) | -33.9 | -10.8 | -31.0 | 1.2 | 4.4 | 42.6* | -13.8 | -9.4 | -1.7
C=CCn1c(SCC(=O)Nc2ccc(C(=O)O)cc2)nc2sc(C)c(C)c2c1=O | 2.6 | -0.2 | -5.4 | 0.3 | 4.2 | 0.7 | 6.5 | -2.2 | -0.1
COc1ccc(CN2C(=O)/C(=C/c3ccc(-c4ccc(Cl)c(C(=O)O)c4)o3)SC2=S)cc1 | 5.0 | 16.2 | . | 8.5 | 1.0 | 15.3 | 29.8 | 12.4 | 10.3
Cc1ccc(NC(=O)c2ccc3ccccc3n2)cc1S(=O)(=O)N(C)C | 12.4 | -0.9 | 2.9 | -0.4 | -4.0 | 4.2 | 6.0 | -3.9 | -0.5
COc1ccc(C=O)cc1Cn1c(C)cc(C)c(C#N)c1=O | 25.0 | 1.2 | 4.0 | -1.2 | 17.0 | 15.0 | -8.7 | 2.5 | -0.5
CCCn1c(=O)c(C(=O)NCCCc2ccccc2)c(O)c2ccccc21 | 13.9 | -4.0 | -2.4 | 0.8 | 1.1 | 3.2 | -20.9 | 9.8 | 0.5
COc1ccc(C(=O)c2ccc(Br)cc2)c2ccccc12 | -19.4 | -6.1 | -2.9 | -0.1 | -21.7 | 0.5 | -39.7* | 22.0 | 0.4
COc1ccc(CCNC(=O)Cn2cc(S(=O)(=O)Cc3ccccc3F)c3ccccc32)cc1OC | -0.3 | -0.4 | -11.1 | 0.2 | 28.3 | 0.8 | 1.4 | . | .
COCCNc1oc(-c2ccc(Cl)cc2)nc1C#N | 24.1 | -4.2 | 5.7 | 1.1 | 1.7 | 1.5 | 46.0 | -13.1 | 0.4
Cc1cc(N)n(-c2ccc([N+](=O)[O-])cc2)n1 | 1.5 | -1.2 | 4.7 | 0.0 | 0.0 | -2.0 | -14.1 | -4.6 | -0.2
CCOC(=O)C1CCN(S(=O)(=O)c2cccc(-c3cn4cccc(C)c4n3)c2)CC1 | 13.4 | -6.0 | -5.7 | -2.1 | -0.7 | 0.6 | -19.1 | -23.3 | -1.2
CC(C)CC(=O)Nc1ccc(-c2nnn(CC(=O)NCc3ccco3)n2)cc1 | -1.7 | 1.0 | -1.8 | 0.0 | 7.0 | 2.0 | -8.7 | 0.0 | -0.2
CS(=O)(=O)c1ccc(Cl)c(NC(=O)COC(=O)CNC(=O)c2sc3ccccc3c2Cl)c1 | 11.7 | 0.6 | -5.1 | -0.1 | -0.1 | 10.5 | -14.0 | -1.2 | 0.2
CN(Cc1nccn1C)C(=O)CCc1nnc(CCC2CCCCC2)o1 | 7.1 | 0.9 | -15.2 | 0.2 | -1.7 | 1.9 | -7.3 | -3.5 | 0.5
CCOC(=O)C1CCCN(CCSc2ccc(C)cc2)C1 (stereo not drawn) | -11.3 | -8.4 | -22.4 | -1.4 | -1.5 | 3.0 | -17.7 | 43.5* | 0.0
COc1ccc(C(=S)N2CCCCC2)cc1Br | . | 1.8 | -7.5 | -0.3 | -5.3 | 0.1 | -11.5 | . | .
COc1cccc(NC(=O)Cn2c(=O)n(-c3ccccc3)c(=O)c3c4c(sc32)CCCC4)c1 | 4.5 | 0.6 | . | 2.0 | 9.2 | 3.7 | -20.0 | . | 0.4
CN(CC(=O)NCCc1ccccc1)S(=O)(=O)c1cccs1 | -8.5 | -1.2 | -8.5 | -0.1 | -8.5 | 1.0 | -2.0 | 10.7 | -0.3
CCOc1ccc(N=C2NC(=O)S/C2=C\c2ccc(O)cc2)cc1 | 14.9 | -1.1 | -14.7 | -0.1 | 10.9 | 1.1 | -19.5 | -2.5 | 0.3
COc1ccc(/C=N/NC(=O)c2nnn(-c3nonc3N)c2CN(C)C2CCCCC2)cc1 | -17.9 | -0.3 | 5.1 | 0.3 | 5.5 | 4.0 | -8.2 | -2.9 | 55.6*
Cc1ccc(F)cc1NC(=O)CN1C(=O)NC2(CCCc3ccccc32)C1=O (stereo not drawn) | -2.5 | -0.6 | -7.7 | 0.5 | 1.2 | 3.4 | 12.9 | 5.0 | 0.4
COc1ccc(Cl)cc1NC(=O)Cn1nc(Cc2ccncc2)c2ccccc2c1=O | 5.6 | 0.1 | 3.5 | -0.8 | -18.3 | 2.3 | 6.5 | . | 0.2
CCCCS(=O)(=O)N1CCCC(C(=O)Nc2ccc(Cl)cn2)C1 (stereo not drawn) | 4.9 | -1.2 | 6.8 | 0.6 | -0.9 | -2.1 | 13.1 | 4.2 | 0.2
CCOc1ccc(C(F)(F)F)cc1NC(=O)c1ccc(OC)c([N+](=O)[O-])c1 | -2.9 | -4.0 | -14.7 | 0.9 | 0.2 | 3.8 | -9.9 | -10.2 | 0.7
c1ccc(Cn2c(-c3ccccc3)c[n+]3c2SCCC3)cc1 | -5.3 | -21.7 | -10.0 | 0.8 | -4.6 | -0.3 | -24.6 | 3.7 | 2.1
CCCn1c(SCC(=O)c2cc(OC)ccc2OC)nnc1-c1ccco1 | -5.8 | -2.8 | -8.3 | 1.0 | -3.9 | 8.9 | -1.1 | -13.5 | 0.3
COc1cc(/C=C2\SC(=N)N(c3ccc4c(c3)OCO4)C2=O)cc(OC)c1O | -27.1 | -4.1 | -1.1 | 44.6* | 5.3 | 16.2 | -5.2 | -10.7 | 10.1
O=S1(=O)CCN2N=C(C34CC5CC(CC(C5)C3)C4)SC2=N1 | -2.1 | -1.6 | 4.6 | 0.8 | -0.7 | -0.2 | -1.2 | 15.2 | 0.0
CCOC(=O)C1=C(C)Nc2ccccc2N=C1N | 0.6 | 0.8 | -4.2 | -0.7 | -3.5 | -1.0 | . | -2.9 | 0.6

Compound profiles, from the list above. Order of values: D2 PAM, D1 potentiator, RXFP1 antag, TRHR agonist, TRHR PAM, D1 ag, D1 antagonist, D2 antagonist, D2 ag
`Cc1cc(N)n(-c2ccc([N+](=O)[O-])cc2)n1` reads 1.5, -1.2, 4.7, 0.0, 0.0, -2.0, -14.1, -4.6, -0.2
`CC(C)CC(=O)Nc1ccc(-c2nnn(CC(=O)NCc3ccco3)n2)cc1` reads -1.7, 1.0, -1.8, 0.0, 7.0, 2.0, -8.7, 0.0, -0.2
`c1ccc(Cn2c(-c3ccccc3)c[n+]3c2SCCC3)cc1` reads -5.3, -21.7, -10.0, 0.8, -4.6, -0.3, -24.6, 3.7, 2.1
`CCOc1ccc(N=C2NC(=O)S/C2=C\c2ccc(O)cc2)cc1` reads 14.9, -1.1, -14.7, -0.1, 10.9, 1.1, -19.5, -2.5, 0.3
`CCCn1c(SCC(=O)c2cc(OC)ccc2OC)nnc1-c1ccco1` reads -5.8, -2.8, -8.3, 1.0, -3.9, 8.9, -1.1, -13.5, 0.3

Other compounds
SMILES | D2 PAM | D1 potentiator | RXFP1 antag | TRHR agonist | TRHR PAM | D1 ag | D1 antagonist | D2 antagonist | D2 ag
O=S(=O)(Nc1ccc(-c2nc3cccnc3s2)cc1)c1ccccc1F | 16.2 | -4.0 | 2.0 | 0.2 | -1.6 | 0.8 | 15.8 | -4.0 | 0.0
CSc1nc2ccc(NC(=O)c3c(-c4ccccc4)noc3C)cc2s1 | -3.7 | -4.3 | ? | -0.5 | -1.2 | 11.5 | -7.5 | -12.6 | -0.5
CCc1ccc(OCC(=O)NNC(=O)c2cc3ccccc3o2)cc1 | -5.0 | -0.8 | -11.4 | -3.0 | 0.8 | 2.9 | 0.4 | 17.2 | 0.1
COc1ccccc1CNC(=O)CCCn1c(=O)c2ccccc2n(CC(=O)NC2CCCC2)c1=O | 14.5 | -4.5 | -5.5 | 0.0 | -8.4 | 0.6 | -7.2 | -4.2 | 1.3
CCCC(C)NC(=O)c1sc2nc3n(c(=O)c2c1C)CCC3 (stereo not drawn) | 2.7 | 0.2 | -2.6 | 0.2 | 0.8 | 2.9 | 1.1 | -1.9 | 2.8
CC(NC(=O)C1CCN(c2nnc(N3CCCC3=O)s2)CC1)c1ccccc1 (stereo not drawn) | -1.8 | -1.3 | 3.7 | 0.5 | -0.3 | 1.0 | 2.7 | -12.1 | -0.1
Cc1ccc(C2NC(c3ccc(C)cc3)C(C)C(=O)C2C)cc1 (stereo not drawn) | -9.9 | 1.1 | -13.5 | -0.9 | -5.6 | 3.7 | 12.4 | -12.7 | -1.2
Cc1cccc2sc(NC(=O)[C@H](C)N3C(=O)C4CC=CCC4C3=O)nc12 (stereo partly drawn) | -1.2 | -6.2 | -12.3 | 0.0 | 6.5 | 0.7 | 14.7 | -13.0 | -0.3
Cc1cccc(NC(=O)C2CCC(CNS(=O)(=O)c3csc(C(N)=O)c3)CC2)c1C (stereo not drawn) | 2.7 | 3.0 | . | 0.3 | 1.2 | 0.9 | 11.7 | . | .
